# From PubChem BioAssay
# LANA DNA inh: KSHV C-LANA DNA binding inhibition. AID 504423. 0.078% of 340,000 active. MBP-C-LANA/FAM-LBS DNA binding, fluorescence polarization. inhibition, % at 9 µM;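 active = highest replicate inhibition at or above 60% at 9 µM, even if other replicates fall short; inactive = all replicates below 60% inhibition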;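 also: 0% = neutral control wells and 100% = 4 µM acridine orange control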
# PKA-R2B activ: activators of human PKA-R2B complex; PKA-R2B holoenzyme dissociation, Cy5-IP20 fluorescence polarization; R2B truncated from residue 108, S112A mutant; 0% DMSO only, 100% 113 µM cGMP; activation, % at 11.4 µM; 0.079% of 340,000 active;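 active = activation above a cutoff set at the mean over all compounds plus 3 SD, cut at about 18% in these data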;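 also: higher means more holoenzyme dissociation and a rise in polarization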
# NSD2 inh: blocks human histone methyltransferase NSD2; O96028; NSD2 peptide methylation, AlphaScreen, 120 min; inhibition, % at 12.5 µM; 0.54% of 310,000 active; in the data active = inhibition above about 50%
# Keap1-Nrf2 PPI: disrupts human Keap1 binding to Nrf2 peptide | Q14145 | Keap1 Kelch-Nrf2 peptide fluorescence polarization, 1536-well | inhibition, % at 9.4 µM | 0.15% of 340,000 active; in the data active = inhibition above about 12%; inconclusive = no clear call, values can overlap the other calls; inactive = below about 7.3%;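 also: human Keap1 Kelch domain with fluorescein labeled Nrf2 9mer peptide probe; 0% = neutral control wells and 100% = peptide positive control; higher means more block of Keap1 binding to Nrf2 peptide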
# Target sequence (Q14145 whole entry, looked up, the tested form may be a part): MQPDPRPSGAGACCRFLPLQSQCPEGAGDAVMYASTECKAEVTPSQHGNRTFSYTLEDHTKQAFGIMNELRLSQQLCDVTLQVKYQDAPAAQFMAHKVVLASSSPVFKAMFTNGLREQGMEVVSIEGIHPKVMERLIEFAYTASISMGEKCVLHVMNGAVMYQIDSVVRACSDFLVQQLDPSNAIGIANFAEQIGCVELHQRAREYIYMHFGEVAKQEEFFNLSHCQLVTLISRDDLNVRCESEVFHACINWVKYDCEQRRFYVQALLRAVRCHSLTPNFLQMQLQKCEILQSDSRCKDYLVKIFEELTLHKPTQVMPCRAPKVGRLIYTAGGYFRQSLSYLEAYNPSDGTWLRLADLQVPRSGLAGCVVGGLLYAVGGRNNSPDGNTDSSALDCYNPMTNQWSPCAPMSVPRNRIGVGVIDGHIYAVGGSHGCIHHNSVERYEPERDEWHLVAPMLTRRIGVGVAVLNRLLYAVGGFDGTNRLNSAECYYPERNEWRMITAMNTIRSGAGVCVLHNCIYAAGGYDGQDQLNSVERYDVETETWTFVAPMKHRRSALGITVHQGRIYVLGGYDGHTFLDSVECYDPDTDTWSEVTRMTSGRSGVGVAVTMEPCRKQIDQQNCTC
# PvdQ acylase: blocks Pseudomonas aeruginosa PvdQ acylase activity; inhibition, % at 10 µM; 0.063% of 340,000 active; purified PvdQ acylase, fluorescence plate reader; in the data active = inhibition above about 30%, passing the limit was not always enough; inconclusive = no clear call, values can overlap the other calls;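 also: 0% = vehicle neutral wells and 100% = reference inhibitor wells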
# SR-BI uptake up: activators of SR-BI mediated HDL lipid uptake; CHO ldlA[mSR-BI] cells, DiI-HDL uptake fluorescence, 3 h; 100 = double the neutral-control signal; activation, % at 12.5 µM; 0.096% of 320,000 active;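 active = mean replicate activation of at least 60% and every replicate at or above 60%; inconclusive = mean or all-replicate condition met, but not both; inactive = mean below 60% and not all replicates reaching 60%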;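 also: 0% = median plate neutral-control signal and 100% = twice that signal; values of inactives mirror those of a sister screen read the other way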
#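 Material: SR-BI-overexpressing, LDLR-lacking CHO cells | Dosing: Single compound concentration, delivered by pin transfer | Probe or stimulus: Labelled HDL, 10 µg/mL | Signal: Bottom-read cell fluorescence after medium removal, ex 550/em 595 nm | Schedule: 3 h, 37 °C | Evaluation: HDL uptake via cellular fluorescence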
# RTF Ca sens inh: cardiac RTF calcium desensitization | P19429+P45379 | inhibition, % at 7.15 µM | 0.12% of 340,000 active | IANBD-labeled cardiac RTF, Ca2+ fluorescence;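 active = inhibition above the mean inhibition of all tested compounds plus 3 SD, cut at about 17% in these data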;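 also: assay run at fixed EC70 calcium of 1.6 mM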
# DAGLB inhibitor: diacylglycerol lipase beta (human) inhibition; Q8NCG7; HEK293T DAGLB membrane lysate, EnzChek fluorogenic substrate; inhibition, % at 5.17 µM; 0.059% of 340,000 active; AID 504411; in the data active = inhibition above about 34%;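 also: 0% = enzyme with vehicle and 100% = wells lacking enzyme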
# SR-BI DiI inh: mouse SR-BI HDL lipid transfer inhibition | inhibition, % at 12.5 µM | AID 488896 | 0.96% of 320,000 active | ldlA[mSR-BI] CHO cells, DiI-HDL uptake fluorescence, 3 h;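 active = mean replicate inhibition of at least 70% and a set share of replicates each scoring 70 or more; inconclusive = meets just one of the two criteria; inactive = fails both criteria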;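 also: 0% = median of neutral control wells and 100% = median of positive control wells; values of inactives mirror those of a sister screen read the other way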
# Target sequence (Q61009 whole entry, looked up): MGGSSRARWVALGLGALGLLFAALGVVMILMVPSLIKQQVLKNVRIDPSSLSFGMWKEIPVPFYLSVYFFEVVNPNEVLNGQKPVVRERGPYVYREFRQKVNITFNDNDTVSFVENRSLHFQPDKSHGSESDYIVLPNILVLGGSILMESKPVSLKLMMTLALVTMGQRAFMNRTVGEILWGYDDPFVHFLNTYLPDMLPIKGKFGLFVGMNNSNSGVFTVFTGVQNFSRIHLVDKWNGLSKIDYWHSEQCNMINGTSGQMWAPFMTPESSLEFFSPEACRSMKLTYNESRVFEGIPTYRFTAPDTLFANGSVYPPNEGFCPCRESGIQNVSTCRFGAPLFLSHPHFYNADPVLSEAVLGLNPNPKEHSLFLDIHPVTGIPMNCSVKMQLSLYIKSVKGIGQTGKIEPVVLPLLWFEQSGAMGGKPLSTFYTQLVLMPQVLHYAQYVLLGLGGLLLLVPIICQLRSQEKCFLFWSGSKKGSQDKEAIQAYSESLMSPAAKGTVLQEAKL
# Arrestin-AP2 inh: inhibitors of human beta-arrestin and AP2 interaction | AID 504490 | 0.31% of 340,000 active | FITC-arrestin peptide / GST-AP2 beads, flow cytometry; AP2 beta2 appendage carries R879A mutation | inhibition, % at 10 µM;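 active = inhibition above a set limit, near 3 SD of compounds lacking own fluorescence, cut at about 54% in these data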;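 also: plate controls were DMSO wells for no effect and 5 µM unlabelled arrestin peptide for full effect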
#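 Measured by: flow cytometry, FL1 (488/535 nm); Material: AP2 appendage R879A on GSH beads; Evaluation: percent response; Timing: pre-incubation 12 min, peptide binding 1 h, room temperature; Also added: 50 nM FITC-arrestin peptide; Medium: PBS with 0.05% Tween 20 and 0.1% BSA.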
# The depositor's hits bear a star; ? = inconclusive; · = not tested or not shown.
SMILES,LANA DNA inh,PKA-R2B activ,NSD2 inh,Keap1-Nrf2 PPI,PvdQ acylase,SR-BI uptake up,RTF Ca sens inh,DAGLB inhibitor,SR-BI DiI inh,Arrestin-AP2 inh
Cc1ccc(C(=O)N/C(=C/c2ccccc2)C(=O)NCC2CCCO2)cc1 (configuration not stated),-1.3,1,-1,-3,-3,27,-2,3,-27,-3
O=C(COC(=O)c1n[nH]c2ccccc12)NC(=O)NC1CCCCC1,0.6,-6,-6,-4,-7,-8,-2,1,8,19
Cc1ccc(-n2nnnc2SCC(=O)Nc2sccc2C#N)cc1,2.0,-5,-1,-6,5,7,2,-5,-7,-4
CN1CCCN(C(=O)CC2(CC(=O)O)CCCCC2)CC1,0.4,5,15,-3,-11,25,-1,1,-25,-6
COc1cc(/C=N/Nc2nc3ccccc3[nH]2)ccc1O,0.7,-6,6,2,-10,-25,-15,5,25,15
COCCNC(=O)NC(=O)COC(=O)c1cccn1C,0.7,-9,3,3,5,27,-2,2,-27,7
COc1ccccc1-c1coc2c(CN3CCN(CCO)CC3)c(O)ccc2c1=O,1.5,-1,-5,3,-13,·,-5,2,·,5
CCCN(c1ccc(OCC)cc1)S(=O)(=O)c1ccc2c(c1)NC(=O)CO2,-1.6,0,-1,-6,-6,8,-4,1,-8,9
COc1cccc(C(=O)NOCc2ccc(C)cc2)c1OC,0.9,-18,-2,0,4,7,-17,-9,-7,23
Cn1c(=O)n(Cc2ccco2)c(=N)c2c3c(sc21)CCC3,-0.3,4,3,1,-8,-11,-8,-2,11,-3
COc1ccccc1C=C1SC(=S)NC1=O,6.2,3,3,0,11,-1,-1,10,1,16
Oc1ccc(/C=N\Nc2cc(N3CCOCC3)nc(N3CCOCC3)n2)c(O)c1,0.7,-6,153*,-22,-1,-9,-6,2,9,5
Cc1nc(NC(=O)CSc2ccc(-c3nc4ccccc4[nH]3)cn2)sc1C,-0.2,6,·,-1,15,-22,-1,1,22,2
CC1CN(c2ccc(Cl)cc2)c2nc3c(c(=O)[nH]c(=O)n3C)n2C1 (configuration not stated),-1.9,-2,·,0,3,-6,5,2,6,17
COc1ccccc1N1CCN(C(=O)CNC(=O)c2ccc(Cl)cc2Cl)CC1,-0.7,-6,-4,-1,-17,·,-7,-4,·,-1
COc1ccccc1N1C(=O)CC(Nc2ccc(N3CCOCC3)cc2)C1=O (configuration not stated),2.5,-11,13,-2,-10,-33,1,6,33,8
O=C(COc1ccc(F)cc1)NC1CC1,-0.1,11,3,0,-10,7,0,2,-7,-6
O=C(/C=C/c1cccc(OCc2ccccc2)c1)c1cccnc1,2.0,-3,2,-5,-17,9,-8,1,-9,1
Cc1cccc(N2C(=O)CC(N(O)c3ccccc3)C2=O)c1 (configuration not stated),1.3,-12,-2,2,1,8,2,0,-8,12
CCN(CC(=O)Nc1ccccc1OC)C(=O)Cn1cnc2ccccc2c1=O,-2.5,10,0,1,6,12,-4,-2,-12,12
O=C(Nc1ccc(Cl)cc1N1CCOCC1)C1CCCCC1,0.5,-7,0,-1,-9,-10,2,-5,10,5
O=C(C1CCN(S(=O)(=O)c2ccccc2)CC1)N1CCN(c2ccccc2)CC1,0.7,-11,-1,-5,9,8,-3,0,-8,14
CCOc1ccc(Nc2nc(N3CCCCC3)nc(N3CCCCC3)n2)cc1,-0.3,-9,0,-3,-4,-12,-2,2,12,-1
O=C(Nc1cccc(Cl)c1)Nc1ccon1,-4.5,11,-4,4,2,10,3,-1,-10,29
COc1ccc(/C=C2\CCCC3C2=NN(C(=O)CSc2n[nH]c(N)n2)C3c2ccc(OC)cc2)cc1 (configuration not stated),0.4,1,1,3,-6,-3,3,2,3,4
CCCNC(=O)COc1ccc(S(=O)(=O)Nc2ccc(C)cc2)cc1,0.0,0,-1,-6,-5,-16,-1,-1,16,-2
CCOc1ccc(S(=O)(=O)NCCC2=CCCCC2)c2ccccc12,0.8,4,23,1,-4,18,-2,-1,-18,2
CC(=O)Nc1ccc(S(=O)(=O)N(C)CC(=O)NNc2c(F)c(F)cc(F)c2F)cc1,0.1,2,3,-2,-9,0,2,-2,0,-7
CNC(=O)CN1C(=O)CSc2ncccc21,0.5,3,·,-2,-1,-8,-2,0,8,17
O=C(O)c1ccc(N2C(=O)/C(=C\c3ccccc3)N=C2c2ccccc2)cc1,0.1,-2,23,2,-1,3,-11,6,-3,-2

# In a second layout: 2 of the compounds above
Molecule	LANA DNA inh	PKA-R2B activ	NSD2 inh	Keap1-Nrf2 PPI	PvdQ acylase	SR-BI uptake up	RTF Ca sens inh	DAGLB inhibitor	SR-BI DiI inh	Arrestin-AP2 inh
CCCNC(=O)COc1ccc(S(=O)(=O)Nc2ccc(C)cc2)cc1	0.0	0	-1	-6	-5	-16	-1	-1	16	-2
CCOc1ccc(S(=O)(=O)NCCC2=CCCCC2)c2ccccc12	0.8	4	23	1	-4	18	-2	-1	-18	2

# Next entries
SMILES,LANA DNA inh,PKA-R2B activ,NSD2 inh,Keap1-Nrf2 PPI,PvdQ acylase,SR-BI uptake up,RTF Ca sens inh,DAGLB inhibitor,SR-BI DiI inh,Arrestin-AP2 inh
COc1ccc(C(=O)NNC(=O)CCC(=O)Nc2cc(C)on2)cc1,-4.1,-9,-2,-3,-1,10,-4,3,-10,-6
NC(=O)C1CCN(C(=O)CC2(CC(=O)O)CCCC2)CC1,0.8,-2,1,-1,10,23,2,-1,-23,33
COc1cc2c(cc1OC)-c1nnnn1C(C)(C)C2,0.5,-6,-8,-2,-1,-3,-2,-1,3,7
COc1cc(OC)c(C(=O)OCC(=O)N2CCOCC2)cc1OC,-1.2,-5,-1,-1,-15,·,-21,0,·,-4
COc1cc(C(=O)NC(=S)Nc2ccccc2N2CCCC2)cc(OC)c1OC,1.9,-2,13,-2,8,-71,-3,-5,?,9
NC(=O)NC(=O)CN1C(=O)NC(c2ccccc2)(c2ccccc2)C1=O,0.1,1,0,0,-15,·,0,3,·,-1
CCN(CC(=O)Nc1ccc(NC(C)=O)cc1)C(=O)/C=C/c1cccs1,0.0,1,-8,-2,-6,38,2,1,-38,-1
CCOC(=O)Cc1csc(NC(=O)c2c(O)c3c(n(CC(C)C)c2=O)CCCC3)n1,-0.8,-1,0,-2,6,-69,5,-10,69,4
CCS(=O)(=O)N1CCN(c2ccc(C(=O)N3CCOCC3)cc2[N+](=O)[O-])CC1,2.0,-4,-1,3,3,36,6,-1,-36,37
C=CCn1c(O)c(CN2CCCCC2)c(C)c(C#N)c1=O,2.3,-2,16,0,-11,14,-6,2,-14,1
COc1cc(/C=N/NC(=O)CN(Cc2ccco2)S(=O)(=O)c2ccccc2)ccc1O,1.1,1,0,2,8,-3,0,0,3,3
CCOc1ccc(-n2c(C)nnc2SCC(=O)N(CC)CC)cc1,-1.3,6,0,-5,-17,8,-3,-2,-8,8
CC(=O)OCC(=O)[C@@]1(OC(C)=O)[C@@H](C)C[C@H]2[C@@H]3C[C@H](F)C4=CC(=O)C=C[C@]4(C)[C@@]3(F)[C@@H](O)C[C@@]21C,-1.3,-1,·,-5,-11,-3,9,3,5,-9
COc1ccc(OC)c(CN2CCN(C(=O)c3cccc(S(=O)(=O)Nc4ccccc4OC)c3)CC2)c1,-0.7,3,4,0,0,-77,-11,2,77*,23
CCCOC(=O)Cn1cnc2scc(-c3ccc(C)cc3)c2c1=O,0.4,4,0,-5,-17,-31,-5,-7,31,5
Cc1ccc(CN2CCN(C/C=C/c3ccc(F)cc3)CC2CCO)o1 (configuration not stated),-1.2,-3,-1,0,-1,·,-12,-1,·,29
COc1ccc(C(=O)NC(=S)Nc2ccccc2[N+](=O)[O-])cc1OC,1.3,-5,3,0,-4,-68,-6,-8,68,2
O=c1oc(-c2cccs2)nc2sc3c(c12)CCCC3,-0.9,2,-3,-3,-12,4,2,3,-4,-1
COc1ccc(CNc2nc3ccccc3n2Cc2ccc(C)cc2)cc1OC,-0.5,1,1,1,-8,25,0,3,-25,3
Cc1cccc(NC(=O)Nc2ccc(OCc3ccccc3)cc2)n1,0.2,-6,·,-1,-10,-18,-7,0,18,-6
Cc1cccc(N(CC(=O)NCCC2=CCCCC2)S(C)(=O)=O)c1C,-1.1,9,2,0,-8,10,-3,1,-10,-5
Cc1ccc(-c2csc3nc(C)n(-n4cccc4)c(=O)c23)o1,-1.6,12,-1,-1,-11,-4,2,-7,4,-9
COc1ccc(C(=O)NCC(=O)OCC(=O)c2ccc3c(c2)NC(=O)CO3)cc1OC,-1.4,·,-3,-2,19,13,·,·,-13,2
COc1ccc(-n2c(SCC(=O)Nc3ccc(Br)cc3)nc(O)cc2=O)cc1,0.1,2,1,-1,-11,1,1,10,-1,-4
Cc1cc2nc(N3CCN(C(=O)c4cccs4)CC3)sc2cc1C,0.5,-6,3,-1,-14,12,0,1,-12,-15
Cc1cc(C(=O)OCC(=O)NC2(C#N)CCCCC2)c(C)o1,-1.0,-8,0,-6,-10,25,-3,-1,-25,3
CCCCC(CC)CNC(=O)CN1C(=O)NC2(CCc3ccccc32)C1=O (configuration not stated),0.1,4,1,3,1,·,12,2,·,4
COc1ccc(-c2nc3nc(C)c(Cc4ccccc4)c(=O)n3[nH]2)cc1,-0.6,-21,·,-4,-20,25,-5,5,-25,3
Cc1cc(NS(=O)(=O)Cc2ccccc2)no1,-0.6,15,2,3,-7,9,5,-1,-9,30
O=C(NNc1c(F)c(F)cc(F)c1F)c1cc2ccccc2oc1=O,2.5,0,13,-4,-13,6,-1,-1,-6,-10

# Quoted from the listing.
# Cc1cccc(N(CC(=O)NCCC2=CCCCC2)S(C)(=O)=O)c1C in RTF Ca sens inh = -3
# O=C(COC(=O)c1n[nH]c2ccccc12)NC(=O)NC1CCCCC1 in SR-BI DiI inh = 8

# The list continues.
SMILES,LANA DNA inh,PKA-R2B activ,NSD2 inh,Keap1-Nrf2 PPI,PvdQ acylase,SR-BI uptake up,RTF Ca sens inh,DAGLB inhibitor,SR-BI DiI inh,Arrestin-AP2 inh
NC(=O)SCC(=O)Nc1ccc(Cl)c(Cl)c1,-0.5,12,3,-2,-73,-25,-5,-33,25,15
COc1ccc(CN2CCN(C(=O)CC(C)C)CC2)c2ccccc12,0.7,-7,-1,0,-4,-10,-4,-3,10,6
O=C(Cc1ccccc1)NNC(=O)Nc1cccc(Cl)c1,0.9,0,-4,-3,10,39,11,0,-39,20
CC(C)C(=O)Nc1cc2c3c(c1)CCC(=O)N3CCC2,0.4,1,0,1,-1,-2,-10,0,2,5
Cc1[nH]n(-c2ccccc2)c(=O)c1N=O,0.6,9,-1,0,-5,24,5,0,-24,2
O=C(CC1SCCNC1=O)Nc1ccc(Cl)c(Cl)c1 (configuration not stated),0.9,4,0,9,10,16,-2,2,-16,52
